# GlmU inhibition: inhibition of mycobacterial GlmU enzyme – biochemical, glucosamine-1-phosphate acetyltransferase (AID 1376); M. tuberculosis GlmU acetyltransferase enzyme assay; higher % means a stronger effect; inhibition, %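 (tested at 30 µM in the primary screen)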, or IC50 in µM where a hit was titrated; actives 0.25% (n = 220,000); in the data active means inhibition above about 13%; inconclusive means no clear call, values can overlap the other calls;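 further: 0% = complete reaction with vehicle and 100% = reaction without substrate; strong numbers were not always called active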
# RmlCD inh 1536: M. tuberculosis RmlC/RmlD inhibition | actives 0.03% (n = 160,000) | inhibition, % at 3.6 µM | RmlC+RmlD coupled enzyme assay, percent inhibition; primary screen in compound mixtures | P9WH09+P9WH11 | AID 1533; in the data active means inhibition mostly above about 34%, no sharp cut-off; inconclusive means no clear call, values can overlap the other calls; inactive means mostly below about 22%; further: some results filed as inactive read as strong as hits
# Target sequence (P9WH09 whole entry, looked up): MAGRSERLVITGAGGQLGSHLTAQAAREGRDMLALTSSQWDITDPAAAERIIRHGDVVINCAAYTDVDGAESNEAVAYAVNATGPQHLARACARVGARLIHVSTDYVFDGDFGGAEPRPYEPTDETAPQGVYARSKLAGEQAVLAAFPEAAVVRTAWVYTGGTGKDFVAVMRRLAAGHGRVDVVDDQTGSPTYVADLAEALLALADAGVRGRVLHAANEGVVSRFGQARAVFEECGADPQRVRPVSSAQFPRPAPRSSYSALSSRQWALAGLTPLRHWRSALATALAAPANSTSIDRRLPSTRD
# Target sequence (P9WH11 whole entry, looked up): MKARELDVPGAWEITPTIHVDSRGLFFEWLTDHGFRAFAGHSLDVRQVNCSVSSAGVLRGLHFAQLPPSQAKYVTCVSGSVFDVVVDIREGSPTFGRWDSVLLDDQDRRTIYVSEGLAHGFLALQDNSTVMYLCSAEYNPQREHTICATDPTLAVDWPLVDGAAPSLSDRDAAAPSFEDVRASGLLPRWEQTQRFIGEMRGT
# Active calls of the source: *; ? = inconclusive; nt = not tested or not shown. Not all compounds are listed (hit frequency here may not be typical).
# Results follow in this order: GlmU inhibition	RmlCD inh 1536
- O=[N+]([O-])c1ccc(NCCCN2CCOCC2)c(Cl)c1
    -4.2%	nt
- Cc1ccc2nc(-c3ccccc3)c(CC(=O)O)c(C(=O)O)c2c1
    2.4%	-6
- Cc1cc(C(=O)NCCCN2CCCC2=O)cs1
    2.6%	-3
- CCC(c1nnnn1C(C)(C)CC)N(CCCN1CCOCC1)Cc1cc2cccc(C)c2[nH]c1=O (stereo unspecified)
    1.5%	-3
- CC(C)NC(=O)COc1ccc2c(c1)C(=O)CC(C)(C)O2
    5.6%	-10
- Cc1ccc(C(=O)N/C(=C\c2ccco2)C(=O)NCC2CCCO2)cc1C (stereo unspecified)
    1.7%	nt
- CCOC(=O)C1(Cc2ccccc2Cl)CCN(C(=O)CN2CCOC2=O)CC1
    3.0%	nt
- CS(=O)(=O)N(CC(=O)N1CCN(c2ccccc2)CC1)Cc1ccc(Cl)cc1
    3.6%	8
- COc1ccc(N2C(=O)CC(=O)NC2=O)cc1
    1.1%	2
- Nc1nnc(SCCCC(=O)c2ccc(F)cc2)s1
    2.1%	-26
- O=C(O)CCCC(=O)Nc1ccc(Oc2cccc(C(F)(F)F)c2)nc1
    -2.8%	2
- CCNc1nc(C)cc(COC)c1C#N
    2.9%	-5
- O=C(CC1C(=O)NCCN1Cc1c(F)cccc1Cl)NC1CCCCCC1 (stereo unspecified)
    -6.7%	nt
- CC1(C)OC(=O)N(CC(=O)Nc2ccccc2)C1(C)O (stereo unspecified)
    5.9%	10
- COc1cc(-c2nc(C)c(C(C)=O)n2O)ccc1OCC(=O)Nc1ccc(Cl)cc1
    -0.4%	6
- CCC1(C)Cc2c(sc3c2c(=O)n(C)c2nnc(SCc4ccc5c(c4)OCO5)n32)CO1 (stereo unspecified)
    0.9%	nt
- Cc1ccc2cc(CN(Cc3ccco3)C(=O)C3CCCCC3)c(=O)[nH]c2c1C
    -2.7%	21
- COC(=O)Oc1ccc(/C=N/NC(=O)CN(c2ccccc2Cl)S(C)(=O)=O)cc1OC
    -1.9%	-7
- Cc1ccc2nc(-c3ccc(SCC(=O)Nc4nc(C)cs4)nc3)[nH]c2c1
    0.4%	-10
- O=c1c(-c2nnc(SCc3ccc(Cl)c(Cl)c3)o2)cccn1Cc1ccccc1
    0.0%	-3
- CCN1C(=O)CC(N2CCC(Nc3ccc(F)cc3)CC2)C1=O (stereo unspecified)
    1.4%	nt
- CCOC(=O)Cc1cc(=O)n2[nH]c(-c3ccccc3)c(-c3ccccc3)c2n1
    2.7%	nt
- OC(CN1CCN(c2cccc(C(F)(F)F)c2)CC1)c1c[nH]c2ccccc12 (stereo unspecified)
    2.9%	5
- COc1ccccc1-n1c(CNc2c(C)cccc2C)nnc1SCC(=O)N1CCOCC1
    0.3%	nt
- Cc1nc(NC(=O)COc2ccc(Cl)cc2)sc1C(=O)N(C)C
    2.0%	-14
- O=c1c2ccccc2nc(/C=C/c2cccc([N+](=O)[O-])c2)n1CCCO
    1.7%	nt
- CCN(CC)c1ccc(CNc2nc3ccccc3n2CC)cc1
    2.7%	-7
- CCCCCCC(=O)N/N=C(\C)Cc1ccccc1
    1.8%	2
- Cc1cc2ccccc2n1CCNC(=O)c1ccc(S(=O)(=O)N2CCCCC2)cc1
    -7.7%	7
- COc1ccc(C(=O)N(CCCO)Cc2cc3c(C)ccc(C)c3[nH]c2=O)cc1OC
    0.9%	10
- CN(CCNC(=O)CCCOc1cc(=O)n(C)c2ccccc12)Cc1ccccc1
    1.6%	3
- COc1cccc(CC2(CO)CCN(Cc3cnc(N4CCOCC4)s3)CC2)c1
    2.7%	12
- Cc1oc(-c2ccoc2)nc1CN(Cc1ccccc1)CC1CC1
    1.6%	-8
- COc1cccc(Nc2nc3ccccc3c(=O)[nH]2)c1
    -2.2%	nt
- CC1CC(C)(C)CC2(C1)NC(=O)N(CC(=O)NC1CCCc3ccccc31)C2=O (stereo unspecified)
    2.9%	nt
- O=c1c2ccccc2c(-c2ccccc2)nn1-c1ccccc1
    3.4%	-36
- COc1cc(C2CC(=O)Oc3c(C(CCN4CCOCC4)c4ccc(N(C)C)cc4)c(OC)cc(OC)c32)cc(OC)c1OC (stereo unspecified)
    2.1%	nt
- O=c1c2ccccc2nc(-c2cccc(Cl)c2)n1O
    6.5%	3
- CCOC(=O)C1CCN(C(=O)/C=C/c2ccc(OC)cc2)CC1
    -5.8%	-3
- C(=C/c1nccc2c1[nH]c1ccccc12)/c1ccc2c(c1)OCO2
    4.7%	3
- COc1ccc(CCC(=O)Nc2nc3c(s2)CN(C)CC3)cc1OC
    -1.9%	nt
- Cc1cccc(N(C(=O)c2csnn2)C(C(=O)NC(C)(C)C)c2ccncc2)c1 (stereo unspecified)
    -4.5%	32
- COc1ccc(CCNC(=O)CCS(=O)(=O)c2ccc3c(c2)CCN3C(C)=O)cc1OC
    nt	-3
- O=C(NCCN1CCOCC1)c1csc2c1CCCCC2
    -3.4%	21
- CC(C)CCN1CCN(Cc2ccoc2)CC1CCO (stereo unspecified)
    -3.0%	nt
- COc1cc(CC(=O)NCc2ccc3c(c2)OCO3)cc(OC)c1OC
    1.6%	nt
- O=c1[nH]c2ccc(Cl)cc2c(O)c1Cc1ccccc1
    -1.0%	-1
- C=C(C)C(=O)N1CC2(CC(c3cccc(NC(=O)/C=C\C=C/C)c3)=NO2)C[C@H]1C(N)=O (stereo partly specified)
    5.2%	7
- Cc1nc(C)c(NC(=O)N2CCc3ccccc32)cc1NC(=O)N1CCc2ccccc21
    4.2%	3
- CCOc1ccc(C(=O)CC(=O)C(=O)NCCc2ccc(OC)c(OC)c2)cc1
    7.8%	-13
- O=C(Cc1ccc(Cl)cc1)N1CCN(C(=O)c2ccco2)CC1
    -4.3%	nt
- COC(=O)C1C(O)=C(C(C)=N)C(=O)CC1(C)C (stereo unspecified)
    -0.7%	20
- COC(OC)c1nc(SCC(=O)Nc2cccc(Cl)c2)ncc1C(=O)O
    -1.1%	5
- Cc1ccc(CC(=O)Nc2ccc(F)c([N+](=O)[O-])c2)cc1C
    2.9%	3
- COc1cc(O)c(C(CCN2CCN(c3ccccc3)CC2)c2cc(OC)c(OC)c(OC)c2)c(OC)c1 (stereo unspecified)
    -0.5%	-9
- CC(=O)N1CCN(S(=O)(=O)c2ccc(F)c(Cl)c2)CC1
    3.0%	6
- Nc1ncncc1-c1ccc2ccccc2c1
    3.0%	2
- C/C(=N\NC(=O)c1ccc(Cl)cc1)c1cccc(NC(=O)C(C)C)c1
    -0.5%	6
- N=c1c2c(n(Cc3ccc(F)cc3)c3c1CCC3)CCC2
    1.6%	10
- CC(C)N1C(=O)CCC1C(=O)NC1CCCC1 (stereo unspecified)
    -3.5%	7

# (listing goes on)
# Results follow in this order: GlmU inhibition	RmlCD inh 1536
- COC(=O)C1=C(C)N(CCc2ccc(OC)c(OC)c2)C(=O)C1
    0.5%	nt
- CCn1nc(C)c(CN2CCN(Cc3ccc(OC)c(C)c3C)C(CCO)C2)c1C (stereo unspecified)
    -0.4%	-12
- CCOC(=O)c1oc2cccc(OCC(O)CNC(C)C)c2c1C (stereo unspecified)
    nt	20
- Cc1cccc(-n2cc(-c3ccccc3)c3c(N4CCOCC4)ncnc32)c1
    -6.0%	-11
- CCCc1cc(N2CCCC(C(=O)Nc3cc(Cl)ccc3OC)C2)n2ncnc2n1 (stereo unspecified)
    -1.9%	nt
- CCOc1ccc(C(=O)NC2CCN(C(=O)Nc3ccccc3OC)CC2)cc1
    2.1%	nt
- Cc1ccc2occ(C(=O)c3ccco3)c(=O)c2c1
    0.2%	-1
- O=C(N/N=C\c1ccc(Oc2ccccc2)cc1)c1csnn1
    -2.4%	-9
- CCOC(=O)c1nnc(-c2ccccc2)nc1NC
    4.2%	16
- O=C(O)c1cn(C2CC2)c2cc(N3CCN(S(=O)(=O)c4ccc5c(c4)OCCO5)CC3)c(F)cc2c1=O
    0.0%	8
- CC(C)C1N(C(=O)CN2CCCC2)CCN1S(=O)(=O)c1ccccc1 (stereo unspecified)
    2.6%	nt
- CSC1=NC2(CCCCC2)CC12C=CC(=O)C=C2
    -1.1%	4
- COc1cc(OC)cc(C(=O)NCC(=O)OCC(=O)Nc2ccc3c(c2)OCO3)c1
    1.9%	7
- CCN(CC)c1ccc(NC(=O)c2ccccc2F)cc1S(=O)(=O)Nc1ccccc1OC
    10%	-9
- O=C(O)C1C2C=CC(O2)C1C(=O)NCCC1=CCCCC1 (stereo unspecified)
    -2.2%	-3
- O=C(Nc1ccc(-c2nc3ccccc3o2)cc1)C1CCCO1 (stereo unspecified)
    8.4%	51
- COc1ccc(CCNC(=O)CSc2nnc(Cn3c(=O)sc4ccccc43)n2C)cc1OC
    3.5%	nt
- Cc1ccc2cc(C3C(C#N)=C(N)Oc4c3ccc3cccnc43)c(=O)[nH]c2c1 (stereo unspecified)
    9.6%	-8
- CSCCC(Nc1nc2ccccc2s1)C(=O)O (stereo unspecified)
    6.7%	-6
- Cc1ccccc1Nc1c(N)c(=O)oc2ccccc12
    5.6%	nt

# Retrieved by structure from the entries so far, two records:
# Results follow in this order: GlmU inhibition	RmlCD inh 1536
- O=C(NCCN1CCOCC1)c1csc2c1CCCCC2
    -3.4%	21
- O=c1c2ccccc2nc(-c2cccc(Cl)c2)n1O
    6.5%	3

# Continuation:
# Results follow in this order: GlmU inhibition	RmlCD inh 1536
- Cc1ccc(O)c(C(=O)c2cnc3c(c2)CN(CCC(C)C)C(=O)N3)c1
    7.8%	6
- Cc1cccc2c1N(CCCOc1ccccc1)C(=O)C2=O
    -0.9%	8
- COc1cccc2sc(N3CCN(c4nc5ccccc5s4)CC3)nc12
    2.4%	12
- O=C(COC(=O)c1cnccn1)c1cccc([N+](=O)[O-])c1
    1.2%	nt
- CCCCCc1ccc(-c2ccc(/C=C/C(N)=O)cc2)nc1
    -6.5%	7
- COc1ccc(/C=N/c2c(-c3ccco3)nc3ccccn23)cc1OC
    -11%	-1
- CC(C)(C)C(=O)COc1ccccc1[N+](=O)[O-]
    0.9%	1
- Cc1csc(NC(=O)CSc2nsc(SCC(=O)Nc3nc(C)cs3)c2C#N)n1
    1.8%	7
- Cc1ccc(C2C(C(=O)c3ccco3)=C(O)C(=O)N2c2nnc(C)s2)cc1 (stereo unspecified)
    1.0%	-2
- Cc1ccc(S(=O)(=O)N2CCN(c3nc(C)nc4sc(C)c(C)c34)CC2)cc1
    5.8%	6
- COc1cccc(C(=O)NCC(=O)OCC(=O)c2ccccc2)c1
    0.9%	4
- COc1cc(NC(=O)CCCOc2ccc(Cl)cc2Cl)c(C(=O)O)cc1OC
    -1.6%	nt
- CNCC(O)c1ccc(O)cc1 (stereo unspecified)
    2.2%	nt
- COc1ccccc1OCCn1c(=O)sc2ccccc21
    0.6%	nt
- Cc1ccc(OCCNC(=O)/C=C/c2ccccc2)cc1
    0.9%	-9
- CN(C)/N=C/c1c(O)ccc2ccccc12
    -1.2%	nt
- Cn1c(=O)c2c(nc(Br)n2Cc2nnc(N)s2)n(C)c1=O
    -2.0%	12
- O=C(CSc1ccc2ccccc2n1)N1CCC(c2noc3ccc(F)cc23)CC1
    7.3%	nt
- COc1ccc(C2SCC(=O)N2CCc2ccc(OC)c(OC)c2)cc1 (stereo unspecified)
    0.9%	1
- Cn1c(-c2csc(-c3cccc(C(F)(F)F)c3)n2)n[nH]c1=S
    6.6%	0

# One compound at a time, from the list above. Values in the order: GlmU inhibition	RmlCD inh 1536
# Cc1csc(NC(=O)CSc2nsc(SCC(=O)Nc3nc(C)cs3)c2C#N)n1 is listed with 1.8%	7
# Cc1ccc(OCCNC(=O)/C=C/c2ccccc2)cc1 is listed with 0.9%	-9
# COc1ccccc1OCCn1c(=O)sc2ccccc21 is listed with 0.6%	nt
# CN(C)/N=C/c1c(O)ccc2ccccc12 is listed with -1.2%	nt
# COc1cccc(C(=O)NCC(=O)OCC(=O)c2ccccc2)c1 is listed with 0.9%	4

# Next section:
# Results follow in this order: GlmU inhibition	RmlCD inh 1536
- CCc1c(C)nc2ncnn2c1NCc1cccs1
    2.5%	nt
- CCn1c2ccccc2c2cc(NC(=O)c3cc(OC)cc(OC)c3)ccc21
    -7.9%	-4
- CC1=CC(c2ccccc2)n2nc(N3C(=O)c4ccccc4C3=O)nc2N1 (stereo unspecified)
    6.7%	-1
- Cc1c(NS(=O)(=O)c2cc(Br)cc3c2N(C(=O)C2CC2)CC3)c(=O)n(-c2ccccc2)n1C
    4.0%	-8
- CCCc1cc(=O)[nH]c(SCC(=O)NC(=O)OCC)n1
    2.7%	?
- S=C(NCc1ccco1)Nc1ccc(Oc2ccccc2)cc1
    2.0%	-9
- Cc1cc(C)n(-c2ccc(C(=O)Nc3cccnc3Cl)cc2)n1
    0.0%	-6
- COc1cc2c(C(=O)NCc3ccc(C)o3)cn(CC(C)C)c(=O)c2cc1OC
    4.2%	10
- CC1(C)C(C=C(Cl)Cl)C1C(=O)N(Cc1cccc(Cl)c1)C1CCS(=O)(=O)C1 (stereo unspecified)
    4.6%	-8
- COc1cccc(NC(=O)N2CCCC2C(=O)Nc2ccc3c(c2)OCO3)c1 (stereo unspecified)
    -1.8%	nt
- Cc1cccc(NC(=S)NC(C)(C)CC(C)(C)C)c1
    0.9%	-7
- Cc1cccc(N2CCN(C(=O)Cn3ccc4ccccc4c3=O)CC2)c1C
    1.5%	nt
- CCc1nnc(NC(=O)CSc2nc(-c3ccccc3)nc3ccccc23)s1
    -1.9%	4
- O=C(Nc1ccccc1C(=O)Nc1ccccc1C(=O)NCc1ccco1)c1ccco1
    -3.0%	-4
- Cc1cc(NC(=O)c2cc(-c3cccnc3)nc3c(C)c(C)ccc23)no1
    -4.3%	15
- COc1cc(/C=C2\SC(=O)N(c3ccc(Cl)cc3)C2=O)cc([N+](=O)[O-])c1O
    1.2%	-6

# Compound activity as filed in PubChem.
